# Pf Dd2 inh: qHTS Primary assay for Inhibitors of Plasmodium falciparum Dd2 growth in vitro | Potency, µM (highest dose often 28.9 µM), for inactives: at the top dose activity, negative = inhibition, actives largely listed as inhibitors | P. falciparum Dd2 growth, SYBR Green, 72 h | actives 4.3% (n = 120,000) | AID 1347417, 2020; active = well fitted inhibition curve with a large enough effect; inconclusive = small, poorly fitted or top-dose-only effect; inactive = no such curve, though single readings can be large or run the other way;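 note: plate controls were DMSO vehicle for no effect and reference drug for full effect; nearly all actives have a fitted effect of over 65% in size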
#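 Infected erythrocytes (Dd2, 0.3% parasitemia, 2.5% hematocrit final) are added to compound in RPMI-1640/Albumax II medium, grown 72 h at 37C in low oxygen, then lysed with saponin/Triton-X containing SYBR Green and read by fluorescence.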
# Active calls of the source: *; i = inactive; ? = inconclusive; & = joins results of further samples; [ ] = another dose, or the depositor's remark. Potency is the fitted concentration of half-maximal effect. These rows are one share of the data; count on the stated rates, not on these rows.
SMILES,Pf Dd2 inh
CN(Cc1ccccc1)c1ncc2c(n1)CC(C)(C)CC2NC1CCOCC1 (stereo not given),i
Cc1ccccc1NC(=O)Cn1c(=O)n(CCCCCC(=O)NCc2ccccc2Cl)c(=O)c2sccc21,i
CCC(C(=O)Nc1ccc2c(c1)CN(Cc1ccccc1Cl)C(=O)C(C)O2)c1ccccc1 (stereo not given),?
CN1CC2(CCN(Cc3cn(C)c4ccccc34)CC2)CC1C(=O)N1CCOCC1 (stereo not given),?
CSCCC(=O)N[C@H]1CN(c2cc(C3CC3)ncn2)C[C@@H]1C1CC1,-22.1%
COc1cccc(CNC(=O)CCn2c(=O)c3cccn3c3cccnc32)c1OC,10.5%
O=C1NC(=NC2CCCCC2)C2(CCCN(Cc3cccnc3)C2)N1c1cc(F)cc(F)c1 (stereo not given),?
CN1CCCN(S(=O)(=O)c2cccc(Cl)c2)c2ccccc21,11.2µM*
Cc1cc(C(=O)N2CCC3(CC2)CC(c2ccccc2)C(=O)N(C)C3)n[nH]1 (stereo not given),-8.6%
CCOc1ccccc1CN(C)C1CCc2nn(CC3CC3)c(=O)n2CC1 (stereo not given),-9.9%
CC(C)NC(=O)OC[C@H]1C[C@@H]2CCN1C[C@@H]2c1cc(C2CCCCC2)nn1C,i
CN(Cc1cccc(C(F)(F)F)c1)C(=O)C1CCCC1,?
Cc1nc(-c2ccc(F)cc2)n(Cc2cccc(C#N)c2)c(=O)c1CCO,?
CN(C)C(=O)c1nc(-c2cccc(C(F)(F)F)c2)c2cnccn12,i
CC(C)NC[C@H]1O[C@@H](CO)[C@@H](O)[C@H]1N1CCOCC1,10.2%[44.1 µM]
COCCCNC(=O)N1CCCCCCNC(=O)[C@@H]2CCCC[C@@H]21,-10.2%
Cc1cn2nnc(C(=O)NCc3ccncc3)c2c(=O)[nH]1,57.2%[activator]
CC1=C[C@@H](CN2CCN(CCO)CC2)[C@H](C(C)C)C[C@H]1Cc1nnc(Cc2c[nH]c3ccccc23)o1,?
O=C1NC(=NC2CCCCC2)C2(CCN(Cc3ccccc3)CC2)N1c1cc(F)cc(F)c1,59.6%[activator]
Cc1nc(C(=O)N2CC[C@H](NS(=O)(=O)c3cn(C)cn3)C[C@H]2C(=O)N[C@H](CC(C)C)C(N)=O)cs1,-15.5%

# Molecules shown so far containing a CF3 group, in the order listed:
SMILES,Pf Dd2 inh
CN(Cc1cccc(C(F)(F)F)c1)C(=O)C1CCCC1,?
CN(C)C(=O)c1nc(-c2cccc(C(F)(F)F)c2)c2cnccn12,i

# Later entries:
SMILES,Pf Dd2 inh
COc1cc(NC(=O)COCc2cc(-c3ccc4c(c3)OCO4)on2)c(OC)cc1Cl,19.4%
O=C1CC(c2ccccc2)N(Cc2cn[nH]c2-c2cccs2)CCCCCN1 (stereo not given),-9.0%
CCOC(=O)C1=C(C)N=C2SCCC(=O)N2C1c1ccc(OCc2ccccc2)cc1 (stereo not given),61.0%[activator]
CN1CCC(C(=O)N2CCC3(CC2)C(=O)NCN3C(=O)Cc2ccccc2)CC1,-7.8%
CN(C(=O)c1cc2c(=O)oc3ccccc3c2s1)c1ccc(F)cc1,14.2%
O=C([C@@H]1C[C@H](Oc2cccnc2)CN1C(=O)c1nccc2ccccc12)N1CCOCC1,8.8%
Cc1nn(-c2ccccc2)c(C)c1[C@@H]1C=C[C@@H](NC(=O)c2ccc3c(c2)OCO3)C1,-0.3%[44.1 µM]
O=C(O)C1CC2(CCN(C(=O)Cc3ccc4c(c3)OCO4)CC2)CN1 (stereo not given),-9.7%
CCN1CCN(C(=O)c2cnn(-c3cccc(Cl)c3)c2C2CCN(C(=O)OC(C)(C)C)CC2)CC1,?
COc1ccc(CCC(=O)N2CCC(Cc3nncn3C(C)C)C2)cc1 (stereo not given),-17.8%
Cc1ccc(NC(=O)N2CCC(CCNC(=O)CC3CCCC3)CC2)cc1F,?
O=C(Cn1ccn2nc(-c3ccccc3)c(CO)c2c1=O)Nc1ccc(C(F)(F)F)cc1,24.6%
COc1cccc(CNC(=O)C2(N3C[C@@H](C)O[C@@H](C)C3)Cc3ccccc3C2)c1,-15.4%
O=C(c1ccccc1Cl)n1nc(-c2ccco2)nc1NCc1cccs1,i
COCCN1C(=O)c2ccccc2C(C(=O)Nc2cc(C)ccn2)C12CCCC2 (stereo not given),?
CC(=O)N1CCC(C2CCN(C(=O)CCCc3nc4ccccc4[nH]3)C2)CC1 (stereo not given),-23.9%
CCOc1cc(=O)n2c(c1C(=O)Nc1cc(Cl)ccc1C)CCCC2,8.1%
CCOC(=O)c1c(C)[nH]c(CCC(=O)NCc2ccccc2Cl)c1C,9.5%
O=C(CN1CCCN(Cc2ccc(F)cc2)S1(=O)=O)NCc1ccccc1Cl,i
CC1(c2cccnc2)N(CC2CC2)C(=O)OC12CCN(C(=O)c1cccc(O)c1)CC2 (stereo not given),?
O=C(c1ccn[nH]1)N1CC(F)(F)C[C@H]1c1nc(C2CC2)no1,19.0%
COc1cccc(-c2ccccc2NC(=O)C2CCN(CC(=O)O)CC2)c1,24.7%
CC(c1cccs1)N(C)Cc1ccsc1 (stereo not given),i
CC(=O)Nc1ccc(S(=O)(=O)N[C@H]2CO[C@H]3[C@@H]2OC[C@@H]3n2nnnc2Oc2ccc(-n3cncn3)cc2)cc1,?
COc1ccc(C(=O)N2CCCC(c3nc(-c4cnccn4)no3)CCNC(=O)CC2)cc1 (stereo not given),-30.2%
CN(C)C(=O)c1n[nH]c2c1CN(C(=O)c1ccc(F)cc1F)CC2,41.9%[activator]
Cc1ccc(S(=O)(=O)N[C@@H]2CCOC[C@H]2OCC(=O)O)cc1,-6.2%
Cc1ccc2oc(=O)c3cc(C(=O)N4CCN(c5ccccc5)CC4)sc3c2c1,38.8%[activator]
Cc1cc(CN(C)c2ccc(-c3nc(COc4ccccc4)no3)cn2)on1,?
CN(c1ncnc2c1c(-c1ccccc1)cn2-c1cccc(Cl)c1)C1CCCCC1,?
CCc1cnc(C)nc1N1CCC(=O)N(Cc2ccc(F)cc2)C(C(C)C)C1 (stereo not given),-20.4%
COc1cc(CN2C[C@@H](CO)[C@H](NC(=O)c3ccccc3)C2)ccc1F,5.62µM*
CCCOC(=O)CSc1nnc(-c2ccccc2)o1,-1.2%
CCCCOC(=O)c1ccc(NC(=O)c2csnn2)cc1,-26.8%
COc1cccc(NC(=O)CSc2nnc3scc(-c4ccc(Cl)cc4)n23)c1,i
COC(=O)c1ccc2nc(CO[C@H]3CN(C(=O)C4CCOCC4)C[C@H]3F)[nH]c2c1,-7.2%[44.1 µM]
Fc1ccc(-n2nc(-c3ccccc3)c3cnc4ccccc4c32)cc1Cl,?
CN1Cc2ccc(Nc3ccccc3)nc2C(C)(C(=O)NCCc2ccccn2)C1 (stereo not given),-22.3%[44.1 µM]
CCOc1ccccc1NC(=O)Nc1nnc(N2CCCCCC2)s1,-25.6%
CN(Cc1ccc(N2CCCCC2)cc1)C(=O)CCC[C@H]1NC[C@@H]2C[C@H]1CN(Cc1ccccc1)C2,4.47µM*
Cn1cc(CN2CCCC(C(=O)N3CCOCC3)C2)c(-c2ccc(C3CCCCC3)cc2)n1 (stereo not given),-22.9%
CCCCN1CCc2[nH]cnc2C1c1cc(C)ccc1F (stereo not given),?
CN1C[C@@H](NC(=O)c2ccc(C(C)(C)C)cc2)C[C@H]1c1nc(-c2ccc3c(c2)OCO3)no1,?
Cc1ccc(C(=O)NC[C@H]2C[C@@H]3CCN2C[C@@H]3c2cc(-c3ccccc3Br)nc(C)n2)cc1,-8.7%
Cc1cccc2nnc(N3CCN(C(=O)CCc4ccccc4)CC3)n12,-13.8%
CCN(C(=O)C1CCN(S(=O)(=O)c2ccc3c(c2)CCCN3C(=O)C2CCC2)CC1)c1cccc(C)c1,?
COc1cc(OC)c(C2Nc3ccccc3-c3nnc(SCc4ccccc4)nc3O2)cc1OC (stereo not given),42.1%[activator]
Cc1cccc(C)c1OCc1nc2c3cnn(-c4ccccc4F)c3ncn2n1,56.4%[activator]
Cc1nn(-c2ccc(C(F)(F)F)cc2)c(C)c1[C@@H]1C=C[C@@H](NC(=O)NC(C)C)C1,i
COc1cccc(Nc2ncc3c(n2)C(C)(C(=O)N2CCN(c4ccccn4)CC2)CC3)c1 (stereo not given),-9.9%
O=C(CN1CC2CC(C1)[C@H]1CCCC(=O)N1C2)N1CCN(c2cccc(Cl)c2)CC1 (stereo not given in full),?
CNC(=O)Cn1nc(C2CCN(C(=O)c3ccccc3F)CC2)c2c1CCOC2,i[5.79 µM]
CC(C)(O)C1CCCN(C(=O)c2cc(COc3ccccc3F)[nH]n2)C1 (stereo not given),-5.1%
CC(=O)NC[C@H]1OC[C@@H](NC2CCC(F)(F)CC2)[C@@H]1O,?
CCOc1ccc(NC(=O)CSc2ncc3c(n2)-c2ccccc2N(C)S3(=O)=O)cc1,-3.3%
Clc1ccc(C2Cn3nnc(-c4noc(COc5ccccc5)n4)c3CO2)cc1 (stereo not given),?
CCc1c(C)sc(NC(=O)c2cc(-c3cccc(Cl)c3)on2)c1C#N,-4.1%
COc1ccc(C(=O)NC(C(=O)N2CCCC2)C2CCN(C(=O)c3ccc(OC)cc3)CC2)cc1 (stereo not given),i
O=C(C1CN(c2cccc(Cl)c2)C(=O)N1)N1CCOCC1 (stereo not given),2.8%&-24.9%[44.1 µM]
O=C(Nc1ccc(F)c(Cl)c1)N1CCCC(Cn2c(C3CC3)nc3cccnc32)C1 (stereo not given),-14.6%

# Four of the compounds above, with each value named:
> Cc1ccc(C(=O)NC[C@H]2C[C@@H]3CCN2C[C@@H]3c2cc(-c3ccccc3Br)nc(C)n2)cc1
  Pf Dd2 inh: -8.7%

> CN1C[C@@H](NC(=O)c2ccc(C(C)(C)C)cc2)C[C@H]1c1nc(-c2ccc3c(c2)OCO3)no1
  Pf Dd2 inh: ?

> CN(C)C(=O)c1n[nH]c2c1CN(C(=O)c1ccc(F)cc1F)CC2
  Pf Dd2 inh: 41.9%[activator]

> CC1(c2cccnc2)N(CC2CC2)C(=O)OC12CCN(C(=O)c1cccc(O)c1)CC2 (stereo not given)
  Pf Dd2 inh: ?

# New compounds follow
SMILES,Pf Dd2 inh
Cc1nn2c(c1-c1ccccc1OCc1ccccc1)N(CC1CC1)CCC2,?
COc1ccc(N2CC(c3nc(-c4ccccc4C)no3)CC2=O)cc1Cl (stereo not given),94.3%[activator]
Cn1c(Cn2cccn2)nnc1C1CCCN(C(=O)Cc2cccnc2)C1 (stereo not given),-11.4%
CC(C)CN(C(=O)c1cccc(S(=O)(=O)N2CCCCC2)c1)C1CCS(=O)(=O)C1 (stereo not given),i
COc1ccc(CNC(=O)CCC2CCCN(C(=O)CN3CCOC3=O)C2)c(OC)c1 (stereo not given),-3.0%
COc1ccc(NC(=O)Nc2cc(-c3cn4cccnc4n3)ccc2OC)cc1,0.7%
CC(=O)N1CCCN(c2ncc(S(C)(=O)=O)c(C3CCCNC3)n2)CC1 (stereo not given),5.0%
COc1ccc(OC)c(-c2noc(N3CCN(c4ccc(C(C)=O)cc4)CC3)n2)c1,-6.6%
CSCC(=O)N[C@H]1CCN2C(=O)c3ccc(Cl)cc3NC(=O)[C@@H]2C1,20.7%[44.1 µM]
O=C(c1cc(F)ccc1Cl)N1CCN(c2cc(-c3ccccc3)[nH]n2)CC1,i
Cc1cc(-c2ccc(C)c(S(=O)(=O)NCCc3ccccc3)c2)on1,i
COc1cncc(CN2C[C@H]3[C@H](C2)[S+](=O)([O-])C(C)(C)C(=O)N3CC2CCOCC2)c1,10.3%
CN(C)C[C@@H]1CN(Cc2ccccc2)C[C@H]1NC(=O)c1ccncc1,15.7%
CN1C(=O)COC[C@@H]1[C@H](O)c1ccc(NC(=O)C2CCCCC2)cc1,-13.4%[44.1 µM]
O=C(NCCc1ccccc1)c1cc2n(n1)CC(c1ccc(Cl)cc1)OC2 (stereo not given),i
Cc1cccc(C)c1NC(=O)Cn1c(=O)n(CC2CCC(C(=O)NCCc3ccccc3)CC2)c(=O)c2ccccc21 (stereo not given),i
CCNC(=O)Nc1ccc2c(c1)CN(Cc1cccc(OC)c1)C(=O)C(CC)O2 (stereo not given),i
COC(=O)CCCn1c(-c2ccc(C)cc2)c(C)n2c3c(=O)n(C)c(=O)n(C)c3nc12,-17.3%
CC1CCN(Cc2nnnn2CCCC(=O)N2CCN3CCCC3C2)CC1 (stereo not given),-6.8%
O=C1N(CCCCOc2ccccc2)c2ccccc2NC12CCNCC2,7.94µM*
CNC(=O)[C@@H]1CN(C(=O)c2nccc3ccccc23)C[C@H]1CO,11.2%
CCn1cc(C(=O)NCCc2ccc(OC)c(OC)c2)c(=O)c2cc(S(=O)(=O)N3CCc4ccccc4C3)ccc21,?
CCCCC12CN3CC(C)(CN(C1)C3c1c[nH]c3ccccc13)C2=O (stereo not given),4.9%
COc1ccccc1CC(=O)N1CCC[C@H]1c1nc(-c2ccc(F)cc2)no1,-3.5%
CN1C(=O)CC(C(=O)O)C12CCN(Cc1ncccn1)CC2 (stereo not given),-6.3%
Cc1cc(C)cc(NC(=O)C2CCCN2S(=O)(=O)c2cccc3nsnc23)c1 (stereo not given),3.16µM*
COc1cc(C(=O)Nc2ccc(-c3cc(C(F)(F)F)nn3-c3ccccc3)cc2)cc(OC)c1OC,-16.6%
CCC(=O)N1CCc2cc(S(=O)(=O)CCC(=O)NCc3ccc(F)cc3)ccc21,36.5%[activator]
COc1cccc(C(=O)N2CCOC[C@H](Oc3cccnc3)C2)c1,-2.6%[44.1 µM]
Cc1ccc(-c2nc3cc(NC(=O)c4cc5ccccc5o4)ccc3o2)cc1,5.8%

# Taken from above:
# Pf Dd2 inh with COc1cccc(C(=O)N2CCOC[C@H](Oc3cccnc3)C2)c1 stands at -2.6%[44.1 µM]
# Pf Dd2 inh with CCC(=O)N1CCc2cc(S(=O)(=O)CCC(=O)NCc3ccc(F)cc3)ccc21 stands at 36.5%[activator]
# Pf Dd2 inh with CN1C(=O)CC(C(=O)O)C12CCN(Cc1ncccn1)CC2 (stereo not given) stands at -6.3%

# High-throughput results deposited in PubChem BioAssay by National Center for Advancing Translational Sciences (NCATS).
